# Source: PubChem BioAssay (several laboratories)
# ER stress rescue: protection against thapsigargin-triggered cell killing – 384-well, CSM14.1, ATP luminescence, primary screen (AID 1222) | CSM14.1 thapsigargin-induced death rescue, ATP luminescence; higher % means a stronger effect | cellular ATP content (survival), % at 20 µM, or EC50 in µM where a hit was titrated | 190,000 tested, under 10 active;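 active = EC50 below 50 µM in the dose-response confirmation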;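 also: death triggered by thapsigargin at about 15 µM added after 2 h compound pretreatment; cell ATP read after overnight thapsigargin exposure of roughly 18 to 22 hours; normalized against plate controls of thapsigargin alone and 5% DMSO vehicle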
# GPR35 arrestin U2OS: inhibition of zaprinast-stimulated GPR35 beta-arrestin translocation – imaging, U2OS, beta-arrestin-GFP, zaprinast agonist, primary screen (AID 2058); U2OS GPR35 beta-arrestin-GFP translocation imaging, zaprinast antagonism; higher % means a stronger effect; inhibition, % at 10 µM; hits with a dose series show IC50 in µM; 0.052% of 290,000 active;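 active = inhibition of at least 50% with at least 30 cells and total cytoplasm GFP at most 10,000,000; inconclusive = under 30 cells or total GFP of 10,000,000 plus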
# West Nile virus CPE: West Nile virus antiviral activity, cell-based, CPE readout (AID 1621) | West Nile virus-infected cells, CPE inhibition; higher % means a stronger effect | one-dose CPE inhibition, % at 10 µM; IC50 in µM for titrated hits | 0.02% of 290,000 active; in the data active = a potency from the dose series; inconclusive = CPE inhibition mostly from about 3.7% at the one dose, without a potency; inactive = the rest, 99 in 100 with CPE inhibition below about 2.2%; also: strong numbers were not always called active
# MgcRacGAP inhibition: MgcRacGAP GTPase-activating activity inhibitors, confirmation, biochemical, ADP Hunter fluorescence. MgcRacGAP-stimulated Rac1 GTP hydrolysis, ADP Hunter fluorescence; higher % means a stronger effect; GST-tagged Rac1 F28L mutant substrate. inhibition, % at 30 µM, or IC50 in µM where a hit was titrated. 0.6% of 340,000 active;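 active = first-screen hits whose inhibition reached a set limit at any dose in the follow-up dose series; inconclusive = inhibition above the set first-screen limit but never retested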;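 also: fluorescence reports GDP produced by GAP-driven GTP hydrolysis; strong numbers were not always called active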
# RSV antiviral HEp-2: inhibition of RSV-induced cytopathic effect – HEp-2 cells, primary 10 µM value included (AID 2391); HEp-2 cells, RSV-induced CPE inhibition; higher % means a stronger effect; CPE inhibition, % at 10 µM; hits with a dose series show IC50 in µM; 0.13% of 310,000 active; in the data active = a potency from the dose series; inconclusive = CPE inhibition mostly from about 23% at the one dose, without a potency; inactive = the rest, 99 in 100 with CPE inhibition below about 21%; also: strong numbers were not always called active
# Large T inhibition: SV40 large T antigen inhibitors, biochemical (AID 1903). SV40 large T antigen ATPase/helicase inhibition assay; higher % means a stronger effect. one-dose inhibition, % at 20 µM; IC50 in µM for titrated hits. 0.39% of 310,000 active; in the data active = a potency from the dose series; inconclusive = inhibition mostly from about 32% at the one dose, without a potency; inactive = the rest, 99 in 100 with inhibition below about 32%; also: strong numbers were not always called active
# NS5 inhibitors: Dengue-2 NS5 methyltransferase inhibitors, primary screen, biochemical, confirmation dose response (AID 588689); Dengue-2 NS5 methyltransferase capping enzyme assay, biochemical; higher % means a stronger effect; one-dose inhibition, % at 25 µM; IC50 in µM for titrated hits; 0.3% of 340,000 active; in the data active = a potency from the dose series; inconclusive = inhibition above about 29% without an active follow-up result
# LYP inhibition: PTPN22 lymphoid phosphatase activity blockers – biochemical, fluorescence intensity, uHTS (AID 1779) | recombinant LYP phosphatase, fluorescence intensity; higher % means a stronger effect | 0.054% of 290,000 active | one-dose inhibition, % at 11.5 µM; IC50 in µM for titrated hits; in the data active = inhibition above about 50%;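 also: plate controls were vehicle with enzyme for no effect and no enzyme for full effect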
# PhoP inhibition: inhibitors of PhoP regulon expression, primary screen, Salmonella Typhimurium, GFP reporter (AID 1863). S. Typhimurium PhoP-regulated promoter GFP reporter, 4 h; higher % means a stronger effect. one-dose inhibition, % at 50 µM; IC50 in µM for titrated hits. 0.16% of 300,000 active;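 active = inhibition over 29.93%, a cutoff 3 SD above the screen mean, later confirmed by dose response; inconclusive = inhibition over 29.93% but no dose response follow-up; inactive = inhibition at most 29.93% or unconfirmed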;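 also: 0% = low Mg2+ inducing control and 100% = high Mg2+ repressing control; strong numbers were not always called active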
# NS5 inhibitors pilot replicate: second read-out of NS5 inhibitors, no call of its own (marks repeat the call); inhibition, %; measured here: pilot screen replicate inhibition
# * hit, by the source's call; ? = inconclusive; · = no result given. Rows are unselected; about 1.5% have a hit in one of these screens.
SMILES,ER stress rescue,GPR35 arrestin U2OS,West Nile virus CPE,MgcRacGAP inhibition,RSV antiviral HEp-2,Large T inhibition,NS5 inhibitors,LYP inhibition,PhoP inhibition,others
Cc1cc(C(=O)OCn2nnc3ccccc3c2=O)c(C)o1,0.9%,-1%,-0.1%,4%,1.1%,5%,-5%,0%,23%,
CCN(CC)c1ncnc2c1cnn2Cc1ccc(C)cc1,·,22%,0.7%,1%,3.2%,-1%,3%,-5%,2%,
Cc1ccccc1/C=N/NC(=O)c1sccc1C,-1.3%,15%,-0.5%,8%,1.6%,2%,1%,-1%,0%,
O=[n+]1c2c(n([O-])c3cc(Cl)ccc31)CCCC2,-0.8%,2%,0.3%,13%,1.4%,1%,20%,-7%,-6%,
Cc1csc(NC(=O)c2ccc(C)c([N+](=O)[O-])c2)n1,-8.0%,-8%,-0.7%,9%,14%,11%,-1%,-6%,-1%,
COc1ccc(CCNC(=O)c2cc3sccc3n2C)cc1OC,1.0%,9%,-0.9%,6%,-1.1%,-6%,-12%,-5%,-2%,
CC(=O)Nc1cccc(Oc2ncccc2[N+](=O)[O-])c1,·,4%,0.0%,3%,-2.1%,19%,-1%,-6%,-1%,
Cc1cc(NC(=O)c2ccccc2Cl)no1,-1.2%,4%,0.1%,3%,2.4%,12%,-3%,-3%,4%,
CN1CCN(C(=O)c2ccccc2NC(=O)CCN2C(=O)c3ccccc3C2=O)CC1,-2.0%,-9%,0.0%,6%,1.5%,-1%,-3%,-9%,-3%,
Cc1cc(C)c(S(=O)(=O)N2CCN(C(=O)N3CCCCC3)CC2)c(C)c1,·,-6%,-0.9%,4%,1.8%,23%,-6%,-5%,-1%,
COc1ccc(NC(=O)CS(=O)(=O)c2ccc(Br)cc2)cc1,·,-8%,-0.2%,12%,0.5%,22%,-4%,-3%,9%,
Cc1ccc(NC(=O)CNC(=O)c2cccc(C)c2)nc1,·,·,·,0%,1.6%,12%,-1%,·,14%,
COc1ccc(NC(=O)CN(C)S(=O)(=O)c2ccccc2)cc1OC,-0.4%,5%,-0.3%,2%,0.1%,-2%,4%,-8%,1%,
Cc1ccccc1COn1nnc2ccc(S(=O)(=O)N3CCOCC3)cc21,·,·,·,4%,-1.5%,11%,-2%,·,-2%,
COC(=O)c1sc2ccccc2c1NC(=O)c1coc2ccccc2c1=O,0.9%,3%,-0.1%,3%,2.1%,8%,2%,-9%,14%,
CCOC(=O)C1CCCN(C(=O)c2cccc3ccccc23)C1 (centres undefined),·,18%,0.0%,6%,3.1%,1%,-5%,-11%,-8%,
Cc1ccc(S(=O)(=O)N(C)C(=O)NC(=O)NS(=O)(=O)c2ccccc2)cc1,0.8%,-16%,0.5%,10%,0.9%,24%,0%,-6%,6%,
O=C(CCC(=O)N(CC(=O)NC1CCCCC1)CC1CCCO1)Nc1nccs1 (centres undefined),2.3%,8%,-0.1%,2%,0.9%,-4%,-7%,-8%,1%,
CCOC(=O)C1CCN(C(=O)c2ccccc2NS(=O)(=O)c2ccccc2)CC1,·,3%,-0.1%,3%,1.1%,32%,-7%,-6%,-6%,
COc1ccc(NC(=O)CCC(=O)c2ccc(-c3ccccc3)cc2)cc1,-1.6%,11%,0.1%,13%,2.2%,10%,6%,-10%,-9%,
COc1ccc(CCNC(N)=S)cc1OC,14%,-12%,-0.3%,12%,1.1%,5%,-1%,-2%,-5%,
CC(C)(C)OC(=O)N1CCOCCOCCN(C(=O)OC(C)(C)C)CCOCC1,2.7%,-8%,-0.4%,5%,0.9%,6%,-13%,-1%,11%,
COC(=O)c1ccc(/C=N/NC(=O)CC(=O)NCC(C)C)cc1,4.7%,5%,0.5%,16%,1.3%,4%,-4%,1%,-9%,
O=C(O)CC(CC(=O)Nc1ccc(N2CCOCC2)cc1)c1ccccc1 (centres undefined),·,16%,0.0%,11%,2.7%,17%,1%,-7%,2%,

# In the list so far, 2 have a nitro group on carbon:
SMILES,ER stress rescue,GPR35 arrestin U2OS,West Nile virus CPE,MgcRacGAP inhibition,RSV antiviral HEp-2,Large T inhibition,NS5 inhibitors,LYP inhibition,PhoP inhibition,others
Cc1csc(NC(=O)c2ccc(C)c([N+](=O)[O-])c2)n1,-8.0%,-8%,-0.7%,9%,14%,11%,-1%,-6%,-1%,
CC(=O)Nc1cccc(Oc2ncccc2[N+](=O)[O-])c1,·,4%,0.0%,3%,-2.1%,19%,-1%,-6%,-1%,

# More entries follow:
SMILES,ER stress rescue,GPR35 arrestin U2OS,West Nile virus CPE,MgcRacGAP inhibition,RSV antiviral HEp-2,Large T inhibition,NS5 inhibitors,LYP inhibition,PhoP inhibition,others
Cc1ccc(NS(=O)(=O)c2ccc(NC(=O)CSc3ccc(Cl)cc3)cc2)c(C)c1,-0.5%,-2%,-0.1%,3%,4.7%,18%,-6%,-5%,8%,
CCOC(=O)CSc1nc(=O)n2ccccc2n1,0.3%,-2%,1.1%,-5%,0.5%,5%,·,-3%,0%,
CC(C)(C)n1nnnc1C(c1cccs1)N1CCCc2ccccc21 (centres undefined),-2.0%,1%,0.1%,10%,0.4%,2%,4%,5%,-9%,
CCOc1ccc(C(=O)NCC(=O)NCC2CCCCC2)cc1OCC,·,-14%,-1.0%,5%,1.5%,4%,-14%,-3%,-3%,
COc1cc(C(=O)NCC(=O)N/N=C(C)\C=C\c2ccccc2)cc(OC)c1OC,1.0%,-7%,1.0%,4%,-0.2%,-3%,-1%,-1%,6%,
Cc1cccc(-n2c(SCC(=O)Nc3ccc4c(c3)OCO4)nnc2-c2ccoc2C)c1,-1.5%,-4%,-0.3%,3%,1.9%,1%,-4%,-6%,5%,
CCCOc1cccc(C(=O)Nc2ccc3c(c2)OCCO3)c1,·,-9%,-0.1%,13%,4.6%,8%,-9%,-7%,5%,
CCOc1ccc(CCNC(=O)C2CCCN(S(=O)(=O)c3c(C)n[nH]c3C)C2)cc1OCC (centres undefined),-1.7%,-11%,0.2%,3%,0.7%,3%,-1%,-5%,2%,
N#CCCN(C(=O)COC(=O)CNC(=O)C12CC3CC(CC(C3)C1)C2)c1ccccc1,·,·,·,6%,0.1%,15%,-7%,·,-10%,
CCCNS(=O)(=O)c1ccc2c(c1)CCCN2C(C)=O,1.0%,0%,0.1%,4%,0.7%,4%,-5%,-3%,6%,
CC(=O)N1CCc2cc(S(=O)(=O)N3CCOCC3)ccc21,-0.3%,2%,0.8%,8%,-0.1%,0%,-6%,-7%,8%,
O=C(Cn1c2c(c(-c3ccccc3Cl)cc1=O)CCC2)NCCCN1CCOCC1,·,1%,-0.1%,-1%,-2.9%,8%,0%,-7%,-10%,
O=S1(=O)CCN(Cc2cccc(C(F)(F)F)c2)CC1,·,19%,0.5%,-8%,2.7%,7%,-6%,0%,-5%,
CN(Cc1ccc(OCC(O)CN2CCCCC2)cc1)Cc1ccnc2ccccc12 (centres undefined),-0.2%,10%,-1.4%,-1%,·,6%,-7%,-10%,-1%,
COCCCn1c(SCC(=O)Nc2ccc(C(C)=O)cc2)nc2ccccc2c1=O,0.1%,-11%,0.1%,7%,-1.1%,26%,-5%,5%,0%,
CCS(=O)(=O)Nc1cccc(C2=NN(S(=O)(=O)CC)C(c3cccs3)C2)c1 (centres undefined),·,4%,-0.3%,-2%,0.4%,10%,-16%,-6%,-5%,
Nc1nc2c(-c3ccc(Br)cc3)nnn2c2ccccc12,·,2%,-0.3%,9%,1.1%,6%,1%,-10%,-3%,
COc1cc(NC(=O)CN2c3cccc4cccc(c34)S2(=O)=O)cc(OC)c1OC,-1.0%,-12%,-0.1%,13%,-0.9%,22%,4%,-2%,-2%,
O=C(/C=C/c1ccco1)Nc1scc(-c2ccccc2)c1C(=O)O,·,-2%,0.1%,14%,-1.1%,?,0%,-4%,-1%,
O=c1c2c3c(sc2[nH]c(=S)n1Cc1ccco1)CCC3,·,-12%,0.3%,?,-1.8%,?,27%,-2%,-7%,
Cc1ccc(NC(=S)NC(=O)c2ccc(F)cc2)cc1S(=O)(=O)Nc1cccc(Cl)c1,-1.9%,5%,-0.4%,1%,18%,0%,-7%,3%,4%,
CC1(C)Cc2c(C#N)c(N)sc(=S)c2CO1,0.2%,10%,-0.3%,11%,-0.3%,27%,4%,0%,-19%,
Cc1nnc(N/N=C/c2ccccc2C(F)(F)F)n1N,·,6%,-1.0%,8%,1.5%,14%,4%,-8%,6%,
COc1cccc(CC2(CO)CCCN(Cc3cn[nH]c3-c3ccc(F)cc3)C2)c1 (centres undefined),-2.1%,-11%,-1.1%,1%,-0.1%,8%,-2%,-7%,-1%,
O=C(Nc1c(Cl)cccc1Cl)c1cc(=O)n(Cc2ccccc2)c(=O)[nH]1,-1.6%,-7%,0.5%,-2%,0.9%,9%,-3%,3%,-2%,
CC(=O)Cc1nsc(Nc2ccc(C)cc2)n1,0.0%,-3%,-0.2%,-6%,6.6%,23%,0%,-6%,10%,
CN(C)CCNc1cnn(-c2ccccc2)c(=O)c1Cl,0.3%,10%,-0.3%,-7%,0.4%,8%,2%,1%,5%,
Cc1ccnc(NC(c2cccnc2)c2ccc3cccnc3c2O)c1 (centres undefined),2.9%,-28%,-1.1%,0%,-3.5%,6%,-5%,1%,57µM*,
C=CCNc1nc(C(=O)OCC(=O)NCc2ccccc2OC)cs1,·,·,·,1%,-0.4%,4%,5%,·,-7%,
COC(=O)c1cccc(C(=O)N2CCCC(C(=O)c3ccccc3OC)C2)c1 (centres undefined),·,13%,-1.6%,4%,2.5%,3%,-2%,-1%,-1%,
CCN(CC)S(=O)(=O)c1cccc(C(=O)N2CC(O)CC2C(=O)O)c1 (centres undefined),2.7%,-7%,1.3%,5%,0.4%,2%,-3%,42%,0%,
COc1ccc(N2CCN(c3ccc(N4C(=O)CC(C)C4=O)cc3[N+](=O)[O-])CC2)cc1 (centres undefined),-0.6%,-8%,·,24%,0.9%,?,0%,-2%,-6%,
CCCc1cc(=O)oc2cc(C)cc(OC(C)C(=O)NCc3cccnc3)c12 (centres undefined),·,13%,-0.3%,12%,-0.6%,14%,-10%,-14%,-19%,
NC(=O)c1cc(S(=O)(=O)N2CCCCC2)cs1,·,-5%,0.3%,8%,0.7%,2%,-6%,-9%,-5%,
Cc1c(C(=O)OCC(=O)Nc2c(C)n(C)n(-c3ccccc3)c2=O)oc2ccccc12,-0.9%,-4%,-0.1%,9%,0.4%,-1%,5%,-2%,1%,
O=C(O)C1C2CCC(C2)C1C(=O)NCCc1cccc(Cl)c1 (centres undefined),·,4%,-0.8%,10%,1.4%,9%,3%,-7%,-1%,NS5 inhibitors pilot replicate=-4.2
